GluA2 TARP mod: GluA2-stargazin AMPA receptor complex modulation. 40,000 tested, 3.5% active. calls only at 30 µM. HEK293 GluA2+stargazin, membrane potential dye (FDSS), glutamate EC50; hits were called plate by plate, in both directions. O88602+P19491;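 active = any of four per-well response measures lying three or more SD from its plate-wide compound average, in either direction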
Target sequence (O88602 whole entry, looked up): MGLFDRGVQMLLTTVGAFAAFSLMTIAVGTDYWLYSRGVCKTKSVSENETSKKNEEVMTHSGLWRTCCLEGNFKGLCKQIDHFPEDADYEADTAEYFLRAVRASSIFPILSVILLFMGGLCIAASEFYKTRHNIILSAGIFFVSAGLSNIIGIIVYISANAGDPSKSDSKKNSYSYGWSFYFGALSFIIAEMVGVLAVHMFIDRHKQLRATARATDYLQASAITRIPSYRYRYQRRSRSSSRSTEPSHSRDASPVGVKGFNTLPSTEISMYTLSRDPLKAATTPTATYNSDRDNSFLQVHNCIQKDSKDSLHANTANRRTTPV
Target sequence (P19491 whole entry, looked up): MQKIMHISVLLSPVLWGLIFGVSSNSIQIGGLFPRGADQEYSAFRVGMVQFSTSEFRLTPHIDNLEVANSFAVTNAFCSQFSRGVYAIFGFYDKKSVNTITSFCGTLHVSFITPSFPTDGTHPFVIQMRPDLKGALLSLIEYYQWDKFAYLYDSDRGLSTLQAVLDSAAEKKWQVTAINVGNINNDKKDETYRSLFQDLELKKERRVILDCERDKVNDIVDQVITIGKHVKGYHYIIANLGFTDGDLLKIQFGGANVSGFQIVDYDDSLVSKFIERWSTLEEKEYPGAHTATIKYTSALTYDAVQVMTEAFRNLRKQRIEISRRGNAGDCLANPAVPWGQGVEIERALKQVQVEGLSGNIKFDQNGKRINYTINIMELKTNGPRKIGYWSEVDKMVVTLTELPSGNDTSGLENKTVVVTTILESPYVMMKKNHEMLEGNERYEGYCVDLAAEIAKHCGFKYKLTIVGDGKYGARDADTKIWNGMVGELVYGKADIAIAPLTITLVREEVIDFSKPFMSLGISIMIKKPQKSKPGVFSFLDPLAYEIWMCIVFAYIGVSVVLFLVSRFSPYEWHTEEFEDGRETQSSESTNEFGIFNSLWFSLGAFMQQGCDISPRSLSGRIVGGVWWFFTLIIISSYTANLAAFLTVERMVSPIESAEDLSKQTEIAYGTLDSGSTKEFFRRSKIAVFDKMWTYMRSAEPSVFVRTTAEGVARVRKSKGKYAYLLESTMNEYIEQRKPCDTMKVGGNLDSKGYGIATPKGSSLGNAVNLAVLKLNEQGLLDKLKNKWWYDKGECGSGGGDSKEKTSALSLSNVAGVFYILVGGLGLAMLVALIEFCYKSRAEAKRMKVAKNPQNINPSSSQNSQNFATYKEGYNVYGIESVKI
GluA2 TARP mod agonism max-min: second read-out of GluA2 TARP mod, no call of its own (marks repeat the call); compound max-min signal; compound-alone response (agonism);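 unitless range of fluorescence divided by baseline over first 100 seconds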
GluA2 TARP mod glutamate slope: further read-out of GluA2 TARP mod, marked with its call; glutamate slope, % of max; measured here: glutamate response slope, % max;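 scaled per plate between vehicle wells and maximal 1 mM glutamate control wells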
Active calls of the source: *; i = inactive; + = active, no number.

GluA2 TARP mod	GluA2 TARP mod agonism max-min	GluA2 TARP mod glutamate slope	structure
i	0.081	69	COc1cccc(C(CNS(=O)(=O)CCc2ccccc2)N2CCOCC2)c1 (configuration not stated)
i	0.074	51	CCOc1cc(C)c(S(=O)(=O)N2CCCCC2)cc1C
i	0.13	61	O=C(NCCc1ccccc1)c1ccc2c(=O)n(Cc3ccccc3Cl)c(=S)[nH]c2c1
i	0.09	41	COc1ccc(C)c2sc(N3CCN(C(=O)c4ccn(C)n4)CC3)nc12
i	0.12	55	COc1ccc(CNC(=O)c2ccc3c(=O)n4c(nc3c2)SCC4)cc1
i	0.16	52	COC(=O)c1cccc(NC(=O)NC2CCCN2S(=O)(=O)c2ccc(Cl)cc2)c1 (configuration not stated)
i	0.088	47	CN(c1ccccc1)S(=O)(=O)c1ccc(N)cc1
i	0.098	62	CC(=O)Nc1ccc(S(=O)(=O)Nc2ccc(CC(=O)N3CCOCC3)cc2)c(C)c1
i	0.087	59	C=CCc1ccccc1OCC(O)CNC (configuration not stated)
i	0.18	51	O=C(CCCn1nc(-c2ccc(Cl)cc2)ccc1=O)Nc1ccc(F)c(F)c1
i	0.1	60	CC1CCc2c(sc(NC(=O)Cc3ccc(S(C)(=O)=O)cc3)c2C(N)=O)C1 (configuration not stated)
i	0.1	73	Cc1ccc(Cn2c(C3CC(=O)N(c4ccc(F)cc4)C3)nc3ccccc32)cc1 (configuration not stated)
i	0.041	53	Cc1cc(C)cc(-n2ccnc(SCC(=O)Nc3ccc(Br)cc3)c2=O)c1
i	0.13	57	Cc1ccc(N2CCN(C(=O)COc3ccccc3)CC2)nn1
i	0.15	56	COC(=O)c1ccc(NC(=O)C(=O)NCCC(O)c2ccco2)cc1 (configuration not stated)
i	0.085	-5	COc1ccc(S(=O)(=O)Nc2ccc3c(c2)CCC(=O)N3)cc1C
i	0.068	59	O=C(c1ccccc1)c1cn(Cc2ccccc2)c2cc3c(cc2c1=O)OCCO3
i	0.19	59	Cc1cccn2c(=O)c(NC(=O)c3ccc(F)cc3)cnc12
i	0.036	60	O=C(CSc1nc(=O)n(CCO)c2c1CCCC2)Nc1ccccc1[N+](=O)[O-]
i	0.13	55	O=[N+]([O-])c1ccc(NC(=S)NC2CS(=O)(=O)CC2Cl)cc1 (configuration not stated)
i	0.081	76	O=C1/C(=C/c2ccc(Br)cc2)Oc2cc(O)ccc21
i	0.073	63	COCCn1c(=O)c2c(nc3n(-c4ccccc4)c(-c4ccccc4)cn23)n(C)c1=O
i	0.18	53	O=C(NCc1n[nH]c(=O)c2ccccc12)c1ccc2nc[nH]c2c1
i	0.067	75	O=S(=O)(c1ccc(F)cc1F)N1CCN(Cc2nnnn2-c2ccccc2)CC1
i	0.075	50	CS(=O)(=O)c1ccc(CC(=O)N2CCN(c3nc4ccccc4s3)CC2)cc1

The list goes on.
GluA2 TARP mod	GluA2 TARP mod agonism max-min	GluA2 TARP mod glutamate slope	structure
i	0.15	49	COc1ccc(F)cc1S(=O)(=O)N1CCN(c2ccc3nncn3n2)CC1
i	0.18	68	CCC(C)NC(=O)c1cc2c(=O)n3cc(C)ccc3nc2n1C (configuration not stated)
i	0.096	53	O=C(c1cc(-c2cccs2)[nH]n1)N1CCC(Cn2cccn2)CC1
i	0.1	56	Cn1nc(C(=O)N2CCC(c3nnc(-c4ccco4)s3)CC2)ccc1=O
i	0.11	58	CCOC(=O)N1CCC(c2nnc(-c3ccco3)s2)CC1
i	0.11	45	CC(O)(CNC(=O)C(=O)NCCC1=CCCCC1)c1ccc(-c2ccccc2)cc1 (configuration not stated)
i	0.078	64	Cc1nnc(C2CCN(CC(=O)Nc3cc(C(F)(F)F)ccc3Cl)CC2)s1
+	0.22*	69*	COC(=O)c1ccsc1NC(=O)CC1Nc2cc(C)c(C)cc2NC1=O (configuration not stated)
i	0.081	58	CCOC(=O)c1c(SCC(=O)Nc2ccc(C(C)C)cc2)nc(=O)[nH]c1C
i	0.073	39	COC(=O)N1CCN(c2ncnc3c2nnn3C)CC1
i	0.06	55	Cc1cc(S(=O)(=O)NCCN2CCOCC2)c(Cl)cc1Cl
i	0.085	50	O=c1n(Cc2c(F)cccc2Cl)nc2ccc(S(=O)(=O)N3CCCC3)cn12
i	0.13	58	CSc1ccc(CC(=O)Nc2ccc3c(c2)C(=O)NC3=O)cc1
i	0.11	74	COc1ccc(CCNC(=O)C(=O)Nc2cccc(NC(C)=O)c2)cc1
i	0.17	66	COc1cccc(N2C(=O)/C(=C/c3cccc(O)c3)SC2=S)c1
i	0.078	39	CS(=O)(=O)N1CCC(CNC(=O)c2ccc(F)c(F)c2)CC1
i	0.11	58	COc1ccc(CCNc2nccn(-c3ccccc3OC)c2=O)cc1OC
i	0.1	49	O=C(Cn1cnc(-c2ccccc2)cc1=O)NCCc1ccccc1
i	0.13	62	CCOc1ccccc1NC(=O)c1sc(=S)n(-c2cc(OC)ccc2OC)c1N
i	0.14	62	CS(=O)(=O)c1ccc(Nc2nc(CC(=O)Nc3cccc(F)c3)cs2)cc1
i	0.072	53	CN(C1CCCC1)S(=O)(=O)c1ccc(C(=O)Nc2nc(-c3ccccc3)cs2)cc1
i	0.082	56	CC(C)NC(=O)N1CCC(CN2CCN(C)CC2C)CC1 (configuration not stated)
i	0.13	46	Cc1cccc(OCC(O)Cn2c(NCCN3CCOCC3)nc3c2c(=O)[nH]c(=O)n3C)c1 (configuration not stated)
i	0.1	64	O=C(NCC1CCN(c2ncccn2)CC1)c1cccc(Br)c1
i	0.071	55	Cc1ccc(C)c(S(=O)(=O)NCCN2CCC(c3cccs3)CC2)c1

The listing continues:
GluA2 TARP mod	GluA2 TARP mod agonism max-min	GluA2 TARP mod glutamate slope	structure
i	0.037	64	CCOc1ccc(C(C)C)cc1S(=O)(=O)Nc1cccc(-c2ccc(=O)n(C)n2)c1
i	0.096	56	COc1cc(C(=O)Nc2cccc(N3CCCCC3=O)c2)c([N+](=O)[O-])cc1OC
i	0.036	33	O=c1[nH]cc(S(=O)(=O)Nc2ccc(S(=O)(=O)Nc3ncccn3)cc2)c(=O)[nH]1
i	0.082	52	O=C(Nc1ccc2c(c1)OCO2)c1ccc(S(=O)(=O)Nc2cccnc2)o1
i	0.046	49	Cc1ccc(S(=O)(=O)CCCC(=O)Nc2ccc3nc(C)sc3c2)cc1
i	0.21	74	CCSc1nnc(NC(=O)c2csc(-c3cnccn3)n2)s1
i	0.13	61	O=C(NCCO)C(=O)Nc1c2c(nn1-c1ccc(F)cc1)CS(=O)(=O)C2
i	0.12	34	O=C(CSC1CCCC1)N1CCN(c2ccc(-c3ccccn3)nn2)CC1
i	0.055	55	O=C(COc1cccc(C(F)(F)F)c1)NCCCn1nc(-c2ccco2)ccc1=O
i	0.077	61	COc1ccc(S(=O)(=O)CC(=O)N2CCN(c3nc4c(C)ccc(Cl)c4s3)CC2)cc1
+	0.035*	56*	Cc1nnsc1C(=O)N1CCC(CNC(=O)Nc2cccc(Cl)c2)CC1
i	0.062	49	COc1cccc(C(=O)COc2cc(C)c3c(c2)oc(=O)c2ccccc23)c1
+	0.073*	74*	O=S(=O)(c1cccs1)N1CCC(Cn2c(C(F)(F)F)nc3ccccc32)CC1
i	0.08	18	O=C(NC(=S)Nc1ccc(S(=O)(=O)N2CCOCC2)cc1)C1CCCCC1
i	0.15	65	Cc1cn2c3c(=O)n(C)c(=O)n(C)c3nc2n1CC(=O)C(C)(C)C
i	0.13	64	Nc1nc(Cl)cc(Nc2cccc(C(F)(F)F)c2)n1
i	0.054	44	CN(C1CCCC1)S(=O)(=O)c1ccc(C(=O)Nc2sc3c(c2C#N)CCCCC3)cc1
i	0.042	38	COc1ccc(S(=O)(=O)NCCOc2ccc(-c3cccs3)nn2)cc1
i	0.049	58	CC(NC(=O)CSc1nnc(CCn2ccc(=O)[nH]c2=O)o1)C1CC2CCC1C2 (configuration not stated)
i	0.094	67	COc1cc(OC)cc(C(=O)NCC(C)(O)C2CC2)c1 (configuration not stated)
i	0.025	26	CC(C)C(=O)N1CCC2(CC1)NC(=O)N(CCOc1ccccc1)C2=O
i	0.059	29	COCCNC(=O)Cc1cc(-c2cccs2)on1
i	0.12	65	Cc1cc(=O)n(CC(=O)Nc2ccc(S(=O)(=O)Nc3cc(C)nc(C)n3)cc2)cn1
i	0.068	66	CC(CCc1ccccc1)NC(=O)C(=O)NCc1ccc2c(c1)OCO2 (configuration not stated)
i	0.082	53	CN(C)CCCNC(=O)C(=O)c1cn(CC(=O)N2CCOCC2)c2ccccc12

Next section:
GluA2 TARP mod	GluA2 TARP mod agonism max-min	GluA2 TARP mod glutamate slope	structure
i	0.035	42	Cc1ccc(-n2nnc3c(N4CCN(C(=O)CC(C)C)CC4)ncnc32)cc1
i	0.079	60	COc1ccc(S(=O)(=O)NCC(c2cccn2C)N2CCOCC2)cc1OC (configuration not stated)
i	0.079	60	CCN1C(=O)c2cc(NS(=O)(=O)c3ccc(NC(C)=O)cc3C)ccc2Oc2ccccc21
i	0.022	33	CCC(C)Sc1nnc(-c2cn(C)nc2OC)n1CCOC (configuration not stated)
i	0.086	61	CC(=O)c1cc(C(=O)OCC(=O)Nc2ccccc2C(F)(F)F)c2ccccn12
i	0.079	61	Cc1cc(Cl)cc2sc(N(Cc3ccco3)C(=O)C3=COCCO3)nc12
i	0.081	53	COc1ccc(CCS(=O)(=O)NCC2CCN(Cc3ccccc3SC)CC2)cc1
i	0.042	59	O=C1CN(CCc2cccs2)C2CS(=O)(=O)CC2N1c1ccc(Cl)cc1 (configuration not stated)
i	0.056	55	O=C(CCCS(=O)(=O)c1ccccc1)Nc1nc2c(Cl)cccc2s1
i	0.13	52	COc1cc(OC)cc(C(=O)Nc2nnc(-c3ccc(OC)cc3OC)o2)c1
i	0.077	53	COc1ccc2c(CC(=O)Nc3ccc(S(=O)(=O)Nc4ncccn4)cc3)cc(=O)oc2c1
i	0.088	48	CN(C)C(CNC(=O)c1ccco1)c1ccccc1 (configuration not stated)
i	0.12	63	COc1ccccc1OCCSc1nc2c(C)cccc2[nH]1
i	0.031	49	CC(C)(C)OC(=O)N1CCN(C(C(=O)O)c2ccsc2)CC1 (configuration not stated)
i	0.041	62	CCOc1ccccc1C(=O)NC1CC(=O)N(c2ccccc2)C1 (configuration not stated)
i	0.098	68	COc1ccc(S(=O)(=O)N2CCCC2CNC(=O)C(=O)NCc2ccncc2)cc1 (configuration not stated)
i	0.13	53	O=S(=O)(c1cccnc1)N1CCC(c2nnc(-c3ccc(F)cc3)o2)CC1
i	0.072	61	CCCS(=O)(=O)N1CCCc2cc(NC(=O)c3cc(-c4ccccc4)on3)ccc21
i	0.096	58	COc1cccc(OC)c1C(=O)NCC(c1cccc2ccccc12)N1CCCC1 (configuration not stated)
i	0.14	65	COc1ccc(-c2nnc(-c3nnn(-c4ccccc4)c3C)o2)cc1
i	0.16	65	O=c1c(-c2ccc(Cl)cc2)coc2cc(O)ccc12
i	0.063	41	COc1ccc(-c2csc(-n3nc(C)cc3NC(=O)c3ccc(Br)o3)n2)cc1OC
i	0.09	64	COCCNC(=O)Cn1nc2c(c1NC(=O)Cc1cccc3ccccc13)CSC2
i	0.056	57	Cc1cc(O)c(C(c2ccc([N+](=O)[O-])cc2)c2c(O)cc(C)n(C)c2=O)c(=O)n1C
i	0.025	36	CCOc1ccccc1NC(=O)Cn1nc(-c2ccc3c(c2)OCO3)ccc1=O

Given with two lines to a compound: 18 of the compounds above
Every second line gives: GluA2 TARP mod	GluA2 TARP mod agonism max-min	GluA2 TARP mod glutamate slope
> COc1cccc(C(CNS(=O)(=O)CCc2ccccc2)N2CCOCC2)c1 (configuration not stated)
→ i	0.081	69
> CCOc1cc(C)c(S(=O)(=O)N2CCCCC2)cc1C
→ i	0.074	51
> O=C(NCCc1ccccc1)c1ccc2c(=O)n(Cc3ccccc3Cl)c(=S)[nH]c2c1
→ i	0.13	61
> COc1ccc(C)c2sc(N3CCN(C(=O)c4ccn(C)n4)CC3)nc12
→ i	0.09	41
> COc1ccc(CNC(=O)c2ccc3c(=O)n4c(nc3c2)SCC4)cc1
→ i	0.12	55
> COC(=O)c1cccc(NC(=O)NC2CCCN2S(=O)(=O)c2ccc(Cl)cc2)c1 (configuration not stated)
→ i	0.16	52
> CN(c1ccccc1)S(=O)(=O)c1ccc(N)cc1
→ i	0.088	47
> CC(=O)Nc1ccc(S(=O)(=O)Nc2ccc(CC(=O)N3CCOCC3)cc2)c(C)c1
→ i	0.098	62
> C=CCc1ccccc1OCC(O)CNC (configuration not stated)
→ i	0.087	59
> O=C(CCCn1nc(-c2ccc(Cl)cc2)ccc1=O)Nc1ccc(F)c(F)c1
→ i	0.18	51
> CC1CCc2c(sc(NC(=O)Cc3ccc(S(C)(=O)=O)cc3)c2C(N)=O)C1 (configuration not stated)
→ i	0.1	60
> Cc1ccc(Cn2c(C3CC(=O)N(c4ccc(F)cc4)C3)nc3ccccc32)cc1 (configuration not stated)
→ i	0.1	73
> Cc1cc(C)cc(-n2ccnc(SCC(=O)Nc3ccc(Br)cc3)c2=O)c1
→ i	0.041	53
> Cc1ccc(N2CCN(C(=O)COc3ccccc3)CC2)nn1
→ i	0.13	57
> COC(=O)c1ccc(NC(=O)C(=O)NCCC(O)c2ccco2)cc1 (configuration not stated)
→ i	0.15	56
> COc1ccc(S(=O)(=O)Nc2ccc3c(c2)CCC(=O)N3)cc1C
→ i	0.085	-5
> O=C(c1ccccc1)c1cn(Cc2ccccc2)c2cc3c(cc2c1=O)OCCO3
→ i	0.068	59
> Cc1cccn2c(=O)c(NC(=O)c3ccc(F)cc3)cnc12
→ i	0.19	59

(listing goes on)
GluA2 TARP mod	GluA2 TARP mod agonism max-min	GluA2 TARP mod glutamate slope	structure
i	0.026	30	Cc1ccc(C(C2=C(O)CC(C)(C)CC2=O)C2C(=O)CC(C)(C)CC2=O)o1 (configuration not stated)
i	0.14	89	CC(=O)NCC(O)Cc1ccccc1 (configuration not stated)
i	0.14	54	O=S(=O)(c1ccccc1)N1CCN(c2ccc(NCC3CCCO3)nn2)CC1 (configuration not stated)
i	0.064	43	O=C1/C(=C/c2cccnc2)SC(=S)N1c1ccc(O)cc1

The list is partial (hit frequency here may not be typical).
